Screening data deposited in PubChem BioAssay by The Scripps Research Institute Molecular Screening Center.
GPR151 activ = activators of human GPR151. AID 1508602. PathHunter beta-arrestin GPR151 cells, luminescence. Q8TDV0. hit rate 1% among 650,000. activation, % at 11.2 µM; in the data active = activation above about 4.9%;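 note: 0% = median of compound wells and 100% = cells with positive control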
FBW7 activator = activators of human E3 ligase FBW7; normalized activity (activation), % at 26.1 µM; Q969H0; AlphaScreen FBW7–phospho-cyclin E peptide binding, activator screen; AID 1259310; hit rate 0.13% among 650,000; in the data active = normalized activity above about 1.9%;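 note: purified mutant Fbw7 with reduced substrate affinity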
MITF primary = human MITF inhibition, primary screen; O75030; AlphaScreen MITF homodimerization, bead proximity signal; inhibition, % at 2.6 µM; hit rate 0.91% among 650,000; in the data active = inhibition above about 50%;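 note: 0% = vehicle wells with protein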
Target sequence (O75030 whole entry, looked up): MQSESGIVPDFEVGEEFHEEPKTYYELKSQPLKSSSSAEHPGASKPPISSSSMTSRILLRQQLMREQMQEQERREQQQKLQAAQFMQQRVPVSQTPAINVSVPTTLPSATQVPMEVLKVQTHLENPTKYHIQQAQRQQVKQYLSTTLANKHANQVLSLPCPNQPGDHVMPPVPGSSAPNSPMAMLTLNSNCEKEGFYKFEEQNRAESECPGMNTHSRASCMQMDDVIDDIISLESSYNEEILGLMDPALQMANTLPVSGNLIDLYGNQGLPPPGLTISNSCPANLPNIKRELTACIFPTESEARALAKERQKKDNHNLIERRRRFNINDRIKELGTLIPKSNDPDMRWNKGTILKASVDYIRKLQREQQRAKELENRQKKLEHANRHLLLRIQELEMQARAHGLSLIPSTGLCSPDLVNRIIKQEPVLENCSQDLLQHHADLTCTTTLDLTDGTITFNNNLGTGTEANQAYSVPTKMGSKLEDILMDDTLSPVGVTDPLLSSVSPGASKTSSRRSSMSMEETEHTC
TEAD-YAP block = TEAD-YAP interaction inhibition | hit rate 1.4% among 640,000 | HEK-TIYL cells, TEAD-Gal4/YAP UAS-luciferase luminescence | inhibition, % at 9.12 µM; in the data active = inhibition above about 32%;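 note: 0% = median of test compound wells and 100% = reference inhibitor wells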
* = called active by the depositor; & = joins results of further samples.

| entry | smiles | GPR151 activ | FBW7 activator |
| --- | --- | --- | --- |
| 1 | CCOc1ccc(NC(=O)CSC2=C(C#N)C(c3cccs3)C(C(=O)Nc3ccccc3C)=C(C)N2)cc1 (centres undefined) | 0.3 | 0.2 |
| 2 | COc1ccc(C(=O)Cc2cc3cccc(OC)c3oc2=O)c(OC)c1 | -0.1 | 0.1 |
| 3 | CCN(CC)S(=O)(=O)c1ccc(C(=O)N2CC(=O)Nc3ccc(C)cc3C2c2ccccc2)cc1 (centres undefined) | -1.4 | -0.1 |
| 4 | COc1c2c(c(OC)c3occc13)OC(O)(C(Cl)(Cl)Cl)CC2=O (centres undefined) | 2.4 | 0.0 |
| 5 | CC1CCN(C(=O)c2ccc3c(c2)NC(=O)c2ccccc2S3)CC1 | -2.0 | 0.1 |
| 6 | Cc1cc(C)n(CC(O)CNCc2ccco2)n1 (centres undefined) | -0.2 | -0.2 |
| 7 | CCOCC(=O)Nc1ccccc1C(=O)OCC | 0.2 | 0.1 |
| 8 | COCCCN1C(=O)C(CC(=O)Nc2ccccc2C)SC1=Nc1ccccc1 (centres undefined) | 1.6 | 0.1 |
| 9 | CC(Sc1nc2c(N)ncnc2n1Cc1ccccc1)C(=O)O (centres undefined) | 1.2 | 0.1 |
| 10 | Cc1ccc(CCC(=O)Nc2ccc(C#N)cc2)o1 | 1.5 | 0.0 |
| 11 | CCOC(=O)Cn1nnnc1CN(Cc1cc2cc(C)ccc2[nH]c1=O)CC1CCCO1 (centres undefined) | 0.5 | 0.2 |
| 12 | Cc1ccc(CN[C@H]2C[C@H]3C(=O)N[C@H](Cc4ccccc4)C(=O)N3C2)cc1F | 3.2 | 1.1 |

| entry | MITF primary | TEAD-YAP block |
| --- | --- | --- |
| 1 | -2 | 19 |
| 2 | -2 | -16 |
| 3 | 7 | 2 |
| 4 | -2 | -1 |
| 5 | 24 | -13 |
| 6 | 4 | 5 |
| 7 | 4 | 6 |
| 8 | -22 | -5 |
| 9 | 1 | -5 |
| 10 | 20 | 7 |
| 11 | 5 | 15 |
| 12 | 19 | 10 |

Next results
| entry | smiles | GPR151 activ | FBW7 activator |
| --- | --- | --- | --- |
| 13 | CC(C)(C)C(=O)N1CCC(C(=O)NNC(=O)c2ccccn2)CC1 | -0.9 | 0.0 |
| 14 | CCc1nnc(SCC(=O)Nc2ccccc2C)n1-n1cccc1 | 0.2 | -0.1 |
| 15 | CCCCOC(=O)C1=C(C)NC2=C(C(=O)CCC2)C1c1ccc(Cl)cc1 (centres undefined) | 3.4 | -0.2 |
| 16 | CCCc1nnc(NC(=O)COC)s1 | 1.1 | 0.0 |
| 17 | CC(=O)Nc1ccc(NC(=O)C(C)Oc2cccc(C)c2C)cc1 (centres undefined) | 1.0 | 0.3 |
| 18 | CCCCc1nc(Cl)c(CN2CCc3c(nc(N4CCCC(C)C4)[nH]c3=O)C2)[nH]1 (centres undefined) | -0.5 | 0.0 |
| 19 | Cc1ccc(N2CC(C(=O)Nc3nnc(C(C)C)s3)CC2=O)cc1 (centres undefined) | -0.3 | 0.5 |
| 20 | CC(C)C(=O)Nc1ccc(C(=O)NNC(=S)NC(=O)c2ccco2)cc1 | 1.6 | -0.5 |
| 21 | COc1ccc(-n2cnc(/N=C\N(C)C)c2C(=O)c2cccc([N+](=O)[O-])c2)cc1 | -0.4 | 0.0 |
| 22 | Cc1c(O)ccc2c3c(c(=O)oc12)CCC3 | -0.2 | 0.0 |
| 23 | CCn1c(CC(=O)Nc2ccccc2OC)nnc1SCC(=O)Nc1ccccc1F | 0.9 | 1.1 |
| 24 | COc1ccccc1/C=C1/SC(=Nc2ccccc2)N(c2ccccc2)C1=O | -0.4 | 0.1 |

| entry | MITF primary | TEAD-YAP block |
| --- | --- | --- |
| 13 | 18 | -6 |
| 14 | 8 | 2 |
| 15 | -5 | 0 |
| 16 | 11 | -4 |
| 17 | 15 | -1 |
| 18 | 6 | 5 |
| 19 | 15 | 8 |
| 20 | 15 | 10 |
| 21 | -2 | -15 |
| 22 | -3 | 0 |
| 23 | 11 | 2 |
| 24 | 14 | 3 |

Later entries
| entry | smiles | GPR151 activ | FBW7 activator |
| --- | --- | --- | --- |
| 25 | CCOc1cccc(NC(=O)/C(C#N)=C\c2ccc(O)cc2)c1 | -1.0 | 0.1 |
| 26 | Nn1cc(-c2ccccc2)nc1SCC(=O)NCc1ccc2c(c1)OCO2 | 0.6 | -0.1 |
| 27 | Cc1ccc(-c2cnn3c(NCc4ccccn4)ccnc23)cc1C | 0.0 | 0.3 |
| 28 | COc1ccc(-c2nc(SC)n(C(C)=O)n2)cc1 | -3.0 | -0.1 |
| 29 | O=C(c1cnccn1)N1CCC2(CC1)CC(O)(c1ccc(F)cc1)CO2 (centres undefined) | -0.6 | -0.1 |
| 30 | O=C(O)c1ccccc1Nc1cccc(OCc2ccc3ccccc3n2)c1 | 0.2&0.3 | -0.1&0.2 |
| 31 | CCOC(=O)C1=C(N)OC2=C(C(=O)CC(C)(C)C2)C1c1ccc(O)cc1 (centres undefined) | -1.6 | -0.1 |
| 32 | CCOC(=O)N1CCC(NC(=O)CC(NS(=O)(=O)c2ccc(Cl)cc2)c2ccco2)CC1 (centres undefined) | -0.2 | 0.0 |
| 33 | O=C(O)CSc1nnc2sc3ccccc3n12 | -0.3 | 0.0 |
| 34 | Cn1cccc1Cc1nnc(SCC(=O)NC2CCCCC2)n1C | -0.7 | -0.3 |
| 35 | O=C(NC1(C(=O)NC2CCCCC2)CCCCC1)c1ccccn1 | 0.2 | -0.2 |
| 36 | COC(=O)C1C(O)=C(/C(C)=N/Nc2nc3ccccc3c3ccccc23)C(=O)CC1(C)C (centres undefined) | -0.7 | -0.1 |

| entry | MITF primary | TEAD-YAP block |
| --- | --- | --- |
| 25 | -2 | -4 |
| 26 | -15 | 5 |
| 27 | 16 | -45 |
| 28 | -9 | -49 |
| 29 | -3 | -1 |
| 30 | 12&-1 | 46* |
| 31 | -8 | -3 |
| 32 | -3 | 10 |
| 33 | 1 | -5 |
| 34 | 7 | -2 |
| 35 | -5 | 0 |
| 36 | -4 | -5 |

Next section
| entry | smiles | GPR151 activ | FBW7 activator |
| --- | --- | --- | --- |
| 37 | O=C(c1ccc(CS(=O)(=O)c2ccc(Br)cc2)o1)N1CCCCC1 | 2.3 | -0.3 |
| 38 | CCC(c1nnnn1C(C)C)N1CCN(c2ccc(OC)cc2)CC1 (centres undefined) | 0.3 | 0.1 |
| 39 | COc1cc(CN[C@H]2C[C@@H](C(=O)NC(C)C)N(Cc3ccccc3Cl)C2)cc(OC)c1 | -0.9 | -0.1 |
| 40 | Cc1cc(C)c2c(N)c(C(=O)Nc3nnc(-c4ccccc4)s3)sc2n1 | -0.8 | 0.3 |
| 41 | O=C(O)CC1S/C(=N/N=C/c2ccc(-c3cc([N+](=O)[O-])ccc3Cl)o2)NC1=O (centres undefined) | -1.2 | -0.1 |
| 42 | Cc1ccc(NC(=O)N(CCO)Cc2cc3cc4c(cc3[nH]c2=O)OCCO4)cc1 | 0.0 | 0.2 |
| 43 | CCn1nc(C)c(CCC(=O)NC2CC3(CCCC3)Oc3ccccc32)c1C (centres undefined) | 0.6 | 0.1 |
| 44 | Cc1cccc(-c2noc(CN3CCN(c4ccccc4)CC3)n2)c1 | 1.5 | 0.1 |
| 45 | Cc1ccc(NC(=O)Nc2nnc(CSc3ccccc3)s2)cc1 | -0.6 | -0.3 |
| 46 | Cc1cc(C)c(NC(=O)CCCCC(=O)Nc2c(C)cc(C)cc2C)c(C)c1 | -1.1 | 0.0 |
| 47 | CNC(=O)C1C2C=CC3(CN(Cc4ccccc4Cl)C(=O)C13)O2 (centres undefined) | -0.1 | 0.5 |
| 48 | CCSc1nc2ccc(NC(=O)CSCC(=O)Nc3c(C)cccc3C)cc2s1 | -0.3 | -0.1 |

| entry | MITF primary | TEAD-YAP block |
| --- | --- | --- |
| 37 | 1 | 5 |
| 38 | 22 | -2 |
| 39 | 9 | -6 |
| 40 | 3 | -10 |
| 41 | 10 | 4 |
| 42 | 14 | 2 |
| 43 | -3 | 1 |
| 44 | 5 | 2 |
| 45 | 12 | -14 |
| 46 | -8 | -4 |
| 47 | 11 | -16 |
| 48 | 13 | -21 |

(listing goes on)
| entry | smiles | GPR151 activ | FBW7 activator |
| --- | --- | --- | --- |
| 49 | O=C(O)/C(=C\c1cccc([N+](=O)[O-])c1)NC(=O)c1ccc(Br)cc1 | 0.1 | 0.0 |
| 50 | CCOc1cc(/C=C2/C(=O)NC(=O)N(Cc3ccc(F)cc3)C2=O)ccc1O | -0.8 | -0.8 |
| 51 | Cc1ccccc1N1C(N)=NC(N)=NC1(C)C | -0.6 | -0.1 |
| 52 | COc1cc2c3c(c1)/C(=C1/SC(NC(C)=O)=NC1=O)C(=O)N3C(C)(C)C=C2C | 0.0 | -0.1 |

| entry | MITF primary | TEAD-YAP block |
| --- | --- | --- |
| 49 | 0 | 1 |
| 50 | 3 | 7 |
| 51 | 6 | -3 |
| 52 | 16 | -2 |

Compounds above that contain an aryl methoxy group (nine):
| entry | smiles | GPR151 activ | FBW7 activator |
| --- | --- | --- | --- |
| 2 | COc1ccc(C(=O)Cc2cc3cccc(OC)c3oc2=O)c(OC)c1 | -0.1 | 0.1 |
| 4 | COc1c2c(c(OC)c3occc13)OC(O)(C(Cl)(Cl)Cl)CC2=O (centres undefined) | 2.4 | 0.0 |
| 21 | COc1ccc(-n2cnc(/N=C\N(C)C)c2C(=O)c2cccc([N+](=O)[O-])c2)cc1 | -0.4 | 0.0 |
| 23 | CCn1c(CC(=O)Nc2ccccc2OC)nnc1SCC(=O)Nc1ccccc1F | 0.9 | 1.1 |
| 24 | COc1ccccc1/C=C1/SC(=Nc2ccccc2)N(c2ccccc2)C1=O | -0.4 | 0.1 |
| 28 | COc1ccc(-c2nc(SC)n(C(C)=O)n2)cc1 | -3.0 | -0.1 |
| 38 | CCC(c1nnnn1C(C)C)N1CCN(c2ccc(OC)cc2)CC1 (centres undefined) | 0.3 | 0.1 |
| 39 | COc1cc(CN[C@H]2C[C@@H](C(=O)NC(C)C)N(Cc3ccccc3Cl)C2)cc(OC)c1 | -0.9 | -0.1 |
| 52 | COc1cc2c3c(c1)/C(=C1/SC(NC(C)=O)=NC1=O)C(=O)N3C(C)(C)C=C2C | 0.0 | -0.1 |

| entry | MITF primary | TEAD-YAP block |
| --- | --- | --- |
| 2 | -2 | -16 |
| 4 | -2 | -1 |
| 21 | -2 | -15 |
| 23 | 11 | 2 |
| 24 | 14 | 3 |
| 28 | -9 | -49 |
| 38 | 22 | -2 |
| 39 | 9 | -6 |
| 52 | 16 | -2 |
